Bioassay records: PubChem BioAssay, Sanford-Burnham Center for Chemical Genomics
SENP8 block = inhibitors of human SENP8 protease; Q96LD8; recombinant SENP8, Nedd8 substrate fluorescence; inhibition, % at 20 µM; 360,000 tested, 0.64% active; in the data active = inhibition mostly above about 40%, no sharp cut-off; inactive = mostly below about 27%
Target sequence (Q96LD8 whole entry, looked up): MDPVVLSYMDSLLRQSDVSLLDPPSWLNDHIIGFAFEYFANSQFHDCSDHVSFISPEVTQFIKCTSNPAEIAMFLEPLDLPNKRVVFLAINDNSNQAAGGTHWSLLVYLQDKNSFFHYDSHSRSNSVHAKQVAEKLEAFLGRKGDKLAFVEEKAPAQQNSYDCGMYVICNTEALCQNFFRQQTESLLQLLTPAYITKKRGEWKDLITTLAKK
MPTP block = inhibitors of mitochondrial permeability transition pore; isolated mouse mitochondria, Ca2+ swelling absorbance, 30 min; AID 602449; 360,000 tested, 1.4% active; inhibition, % at 10 µM;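 active = inhibition of 50% or more, scaled per plate between neutral and stimulator controls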;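 note: 0% = DMSO wells given calcium and 100% = 1 mM EGTA wells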
SENP1 FRET inh = blocks the human SENP1 SUMO protease catalytic domain; recombinant SENP1 catalytic domain, CyPet-SUMO1-YPet FRET cleavage; Q9P0U3; 360,000 tested, 0.21% active; inhibition, % at 10 µM;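 active = inhibition at least 30% at 10 µM, raw YFP signal under a set limit, fluorescence ratio 0.5 to 1.5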;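 note: 0% = enzyme with DMSO and 100% = no enzyme wells; some results filed as inactive read as strong as hits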
Target sequence (Q9P0U3 419-644 limits assumed): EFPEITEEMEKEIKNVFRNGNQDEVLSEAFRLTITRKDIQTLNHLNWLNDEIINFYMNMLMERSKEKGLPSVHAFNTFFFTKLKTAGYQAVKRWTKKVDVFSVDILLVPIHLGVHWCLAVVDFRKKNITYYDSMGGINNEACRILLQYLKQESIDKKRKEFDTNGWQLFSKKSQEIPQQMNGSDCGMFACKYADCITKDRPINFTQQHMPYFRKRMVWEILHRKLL
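Assay system: hSENP1 catalytic domain, recombinant. Amount: SENP1 enzyme, 20 pM final. Schedule: 50 min reaction, RT, dark. Technique: FRET, CFP and YFP emission. Control set: no-enzyme wells low, DMSO-plus-enzyme wells high control.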
PfGluPho inh = PfG6PD (Plasmodium falciparum) enzyme inhibition; PfGluPho enzyme, NADPH resazurin-diaphorase fluorescence; inhibition, % at 20 µM; 350,000 tested, 0.78% active; AID 504690;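 active = inhibition reaching at least a set limit at 20 µM in the primary screen, cut at about 59% in these data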;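 note: 0% = DMSO wells with substrate and 100% = DMSO wells lacking glucose-6-phosphate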
NR3A LBD binder = modulators (binders) of human NR3A ligand-binding domain; NR3A LBD differential scanning fluorimetry, Tm shift; 0% = protein alone, 100% = glycine-bound protein; Tm shift relative to glycine control, % at 25 µM; 340,000 tested, 2.5% active;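 active = melting temperature shift of at least 10% of the positive control shift, at one fixed dose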
ATG4B inhibitor = inhibitors of human ATG4B cysteine protease | ATG4B cleavage of LC3-PLA2, NBD-HPC fluorescence, 1 h | inhibition, % at 8.33 µM | Q9Y4P1 | 340,000 tested, 0.51% active | AID 504462; in the data active = inhibition above about 40%
SENP6 block = inhibitors of human SENP6 protease | Q9GZR1 | Recombinant SENP6 catalytic domain, aminoluciferin luminescence | inhibition, % at 10 µM | 330,000 tested, 1.8% active;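 active = inhibition above about 50% at the single tested dose, limit read from the data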;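 note: plate controls were DMSO wells with enzyme for no effect and DMSO wells lacking enzyme for full effect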
Target sequence (Q9GZR1 628-1112 limits assumed): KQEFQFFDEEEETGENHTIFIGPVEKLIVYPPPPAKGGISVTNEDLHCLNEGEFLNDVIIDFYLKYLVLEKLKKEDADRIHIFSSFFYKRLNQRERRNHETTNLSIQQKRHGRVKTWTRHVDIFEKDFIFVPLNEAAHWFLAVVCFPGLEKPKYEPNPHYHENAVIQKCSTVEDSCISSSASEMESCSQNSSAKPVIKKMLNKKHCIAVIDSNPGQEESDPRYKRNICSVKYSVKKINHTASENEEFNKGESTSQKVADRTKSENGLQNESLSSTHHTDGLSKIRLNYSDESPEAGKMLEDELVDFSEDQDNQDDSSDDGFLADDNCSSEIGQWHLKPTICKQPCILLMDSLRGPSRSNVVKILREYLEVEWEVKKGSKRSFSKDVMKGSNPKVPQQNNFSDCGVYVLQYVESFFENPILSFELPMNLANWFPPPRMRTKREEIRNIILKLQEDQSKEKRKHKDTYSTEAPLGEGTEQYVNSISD
hIAP act = human IAP activation. activation factor at 10 µM. 330,000 tested, 0.16% active. AID 2524. purified human IAP, CDP-Star luminescence, 30 min; active compounds read high; 1 = vehicle-only enzyme, 0 = enzyme-free background;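 active = activation factor of the enzyme at least 2-fold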; note: the source names both 10 and 20 µM as test concentration; values of inactives mirror those of a sister screen read the other way
Starred values were filed as active, the others as inactive; . = not tested or not shown; & = joins results of further samples. An unsorted share of the library, and some 6.7% of all compounds hit somewhere here.

SMILES	SENP8 block	MPTP block	SENP1 FRET inh	PfGluPho inh	NR3A LBD binder	ATG4B inhibitor	SENP6 block	hIAP act
CC(C)(C)OC(=O)N[C@@H](C(=O)OC(C)(C)C)c1ccc(Br)cc1	4	-0.7	-3	12	6	0	0	0.83
O=C(CN1CCC(C(O)(c2ccccc2)c2ccccc2)CC1)Nc1ccccc1	14	2.7	3	2	3	-9	-6	0.82
CN(C(=O)Cn1cnc([N+](=O)[O-])n1)C1CCCCC1	13	-1.7	-1	3	1	-1	17	1.1
CC1CN(c2ccc(Oc3ccccc3)cc2)c2nc3c(c(=O)[nH]c(=O)n3C)n2C1 (configuration not stated)	29	0.4	1	-8	-1	-11	.	.
O=C(COC(=O)c1ccc(Cl)c(S(=O)(=O)N2CCCCC2)c1)NCCc1ccccc1	5	0.3	-3	-7	-2	-10	2	1.1
CCn1ccnc1CN(C)Cc1nc(-c2ccccc2)no1	3	-0.6	1	3	-1	-6	19	1
CC1(C(=O)NCc2ccccc2)Oc2ccccc2NC1=O (configuration not stated)	24	-0.3	1	-2	-1	-9	-8	0.96
CC(=O)Nc1c(N)c2ccccc2oc1=O	4	-1.6	1	0	-1	-4	12	0.82
NC(=O)CC12CC3CC(C1)CC(CC(N)=O)(C3)C2	6	-2.3	0	0	1	15	6	1
COc1ccc(Cl)cc1NC(=O)C1(c2cccs2)CCOCC1	32	4.7	1	1	0	-5	4	1.1
Cn1c(-c2cc(Cl)ccc2O)nc2c1c(=O)[nH]c(=O)n2Cc1ccccc1	-390	-1.8	-7	-12	-13	6	-15	0.93
COc1ccccc1CCNC(=O)CSc1nc(=O)[nH]c2c1CCC2	8	0.7	2	7	5	-13	-9	0.9
Cc1c(CC(=O)Nc2ccc(Cl)cc2)sc2ccc(Cl)cc12	2	88*	2	19	28*	-9	-7	0.88
C[N+]1(CCNC(=O)/C=N/O)CCCCC1	18	-0.7	0	5	-4	-11	0	1.3
CCCCCCCCCCOC(=O)Cn1c(COc2ccc(OC)cc2)[n+](C)c2ccccc21	25&7	-2.2&7.0	-6&0	15&-1	3&2	11&13	-43&-61	0.89&0.81
COc1ccc(C(=O)O/N=C2\CCS(=O)(=O)c3sccc32)cc1	-6	0.9	5	22	0	-1	-18	0.96
O=CC1=C(N2CCOCC2)/C(=C\c2ccccc2)CC1	4	-0.6	-4	-18	0	2	-15	1
O=C(Nc1ccccc1)N1CCCN(Cc2ccccc2F)C1	19	2.1	5	1	0	-12	-17	1.1
COCCCNC(=S)Nc1cccc(SC)c1	29	0.4	2	0	1	-6	-4	1
Cc1cc(C)c(S(=O)(=O)N2CCN(C(=O)C3CCCO3)CC2)c(C)c1 (configuration not stated)	7	-0.9	0	-3	1	5	1	1
CCN(CC)CCCC(C)NC(=O)c1c(NC(=O)c2ccccc2)sc2c1CCCC2 (configuration not stated)	-106	-0.6	-4	27	1	-7	5	1.3
CC(C)(C)Cc1c(-c2ccc(Cl)cc2)nc2ccc(Cl)cn12	10	-1.7	2	14	.	.	.	.
CN(C)CCN(C(=O)c1cccc2ccccc12)c1nc2cc3c(cc2s1)OCO3	10	1.1	2	20	-1	13	2	1.2
COc1ccc2c(c1)c(CCNNC(=O)C(C)(C)C)c(C)n2C(=O)c1ccc(Cl)cc1	12	1.2	2	-21	-23	-9	-5	0.89
COc1cc([C@@H]2[C@H]3CN(C)CC=C3C(C#N)=C(N)C2(C#N)C#N)cc2c1OCO2	-100&-71	-0.2&0.9	-34&-22	-20&-8	-2&2	1&-8	-2	0.93
Cc1ccc(S(=O)(=O)N2CC3(O)CN(C(=O)OC(C)C)N(C(=O)OC(C)C)CC3(OC(=O)Nc3c(C)noc3C)C2)cc1 (configuration not stated)	-4	0.1	1	16	.	.	.	.
Cc1ccc(C)c(Nc2nc(-c3ccncc3)nc3ccccc23)c1	-38	0.8	-1	2	-5	-4	-11	1.1
Cc1cc(C(=O)N2CCN(c3ccccc3O)CC2)c(C)o1	14	-1.7	1	13	3	-4	-3	0.99
Cc1ccccc1NN1C(=O)C=CC1=O	11	7.9	1	-4	-1	-2	7	0.97
CCN(CC)c1nc(N)c2c(N)n(-c3ccccc3C)c(=S)c(C#N)c2c1C#N	-20	6.6	-17	28	3	54*	3	1
CSc1nsc(SCC(=O)Nc2ccc(F)cc2)n1	8	0.5	1	2	1	-9	-31	1
O=C(CSc1nnc(Cc2ccccc2)o1)c1ccc2c(c1)OCO2	-4	-2.3	-1	4	0	-5	-5	0.97
O=C(OCN1C(=O)c2ccccc2C1=O)/C(=C\c1ccco1)NC(=O)c1ccccc1	23	1.2	3	1	1	-4	7	0.9
CCCOc1ccc(NC(=O)CC2C(=O)N(Cc3ccccc3)C(=S)N2Cc2cccs2)cc1 (configuration not stated)	19	5.1	3	22	16*	1	-12	1.1
CCCn1c(Sc2nc3c(c(=O)[nH]c(=O)n3C)n2CCC)nc2c1c(=O)[nH]c(=O)n2C	15	-2.1	1	7	0	-3	-6	1
Cc1ccc(O)c(-c2cc(-c3ccccc3C)[nH]n2)c1	29	3.4	4	12	4	55*	27	1.4
O=C(CN1CCN(C/C=C/c2ccccc2)CC1)NCc1ccccc1	19	0.1	-2	12	2	-4	-8	0.98
Cc1ccc(C)c(NS(=O)(=O)c2ccc3oc(=O)ccc3c2)c1	5	0.8	0	0	2	0	-5	1.1
O=C(Nc1ccccc1F)c1cc(S(=O)(=O)N2CCCCC2)cs1	11	0.5	1	9	-1	1	0	0.91
CCN(CC)N=Nc1cccc(NC(C)=O)c1	10	1.9	2	2	1	-1	-11	1.5
CN(C)S(=O)(=O)c1ccc(NC(=O)CN2C(=O)NC(Cc3ccccc3)C2=O)cc1 (configuration not stated)	11	0.7	3	2	1	0	-8	0.97
CCOC(=O)C1CSc2[nH]c(=O)sc2C1c1ccccc1 (configuration not stated)	-1	-0.5	0	1	0	-13	-6	0.96
Cc1ccccc1NC(=O)Nc1cccs1	20	4.4	-12	32	-13	7	6	1.1
CCc1ccc(NS(=O)(=O)c2cccs2)cc1	8	0.0	2	0	2	7	-12	0.96
C/C(CCC1CC(C)(C)OC1=O)=N\NC(N)=S (configuration not stated)	14	-0.7	1	0	-2	11	-39	1.1
Cc1cc(=O)[nH]c(N/N=C/c2ccco2)n1	14	-1.3	1	-8	-1	0	33	1.1
O=C(c1ccccc1)c1cnc(-c2ccc(Cl)cc2)s1	31	-0.8	2	-10	-1	12	80*	1
CCOc1ccc(CCNC(=O)c2cccs2)cc1OCC	6	0.4	4	-5	0	0	-10	1.1
CC(=O)NC(c1ccccc1)c1cccnc1 (configuration not stated)	8	-0.2	2	-12	-2	2	0	0.92
O=C1C=CC2C3C(=O)N(c4ccccc4)C(=O)C3C1N2Cc1ccccc1 (configuration not stated)	11	-3.4	1	21	0	-7	.	.
CCC(C)[C@H](NC(=O)N1CCC(Cc2ccccc2)CC1)C(=O)O (some centres not stated)	14	-1.0	2	4	-1	2	1	0.96
Cc1nnc(SCC(=O)N2N=C(c3ccc(Cl)cc3)CC2c2ccco2)[nH]c1=O (configuration not stated)	-25	0.9	-139	-24	-1	10	29	0.94
Cc1sc2nc(CSC(C)C(=O)Nc3cc(S(C)(=O)=O)ccc3Cl)[nH]c(=O)c2c1C (configuration not stated)	-69	1.0	13	20	-3	5	13	0.97
COCc1cc(C)nc(SCC(=O)Nc2cccc3cccnc23)c1C#N	-200	-1.1	-88	7	0	-2	2	0.96
COc1ccc2nc(NC(=O)CSCC(=O)Nc3cc(C)on3)sc2c1	-10	-0.6	-4	8	0	-6	-6	0.97
Cc1c(NC(=O)CCCCCN2C(=O)C3C4C=CC(C4)C3C2=O)c(=O)n(-c2ccccc2)n1C (configuration not stated)	22	-0.7	-1	6	0	-7	-2	0.94
O=C1C(C=NCc2ccncc2)=C(O)c2ccccc21	8	2.0	3	-9	-1	-8	2	1.1
CCCN(CC(=O)Nc1ccccc1OC)C(=O)CC1CCCC1	0	0.8	2	6	0	-7	-5	0.92
CCN(CC)c1ccc([N+](=O)[O-])cc1/C=N/NC(=O)CC#N	29	0.5	0	-5	-1	-9	5	1
O=C(CSc1nc(-c2ccco2)cc(C(F)(F)F)n1)NCC1CCCO1 (configuration not stated)	-56	-0.5	-2	7	-2	-20	-31	0.89

Laid out differently: entries from further up.
Below each compound: SENP8 block | MPTP block | SENP1 FRET inh | PfGluPho inh | NR3A LBD binder | ATG4B inhibitor | SENP6 block | hIAP act
- CSc1nsc(SCC(=O)Nc2ccc(F)cc2)n1
→ 8 | 0.5 | 1 | 2 | 1 | -9 | -31 | 1
- CCN(CC)CCCC(C)NC(=O)c1c(NC(=O)c2ccccc2)sc2c1CCCC2 (configuration not stated)
→ -106 | -0.6 | -4 | 27 | 1 | -7 | 5 | 1.3
- CCCCCCCCCCOC(=O)Cn1c(COc2ccc(OC)cc2)[n+](C)c2ccccc21
→ 25&7 | -2.2&7.0 | -6&0 | 15&-1 | 3&2 | 11&13 | -43&-61 | 0.89&0.81
- O=C(CSc1nnc(Cc2ccccc2)o1)c1ccc2c(c1)OCO2
→ -4 | -2.3 | -1 | 4 | 0 | -5 | -5 | 0.97
- Cc1ccc(O)c(-c2cc(-c3ccccc3C)[nH]n2)c1
→ 29 | 3.4 | 4 | 12 | 4 | 55* | 27 | 1.4
- CCCOc1ccc(NC(=O)CC2C(=O)N(Cc3ccccc3)C(=S)N2Cc2cccs2)cc1 (configuration not stated)
→ 19 | 5.1 | 3 | 22 | 16* | 1 | -12 | 1.1
- CC1(C(=O)NCc2ccccc2)Oc2ccccc2NC1=O (configuration not stated)
→ 24 | -0.3 | 1 | -2 | -1 | -9 | -8 | 0.96

Additional structures follow.
SMILES	SENP8 block	MPTP block	SENP1 FRET inh	PfGluPho inh	NR3A LBD binder	ATG4B inhibitor	SENP6 block	hIAP act
CNS(=O)(=O)c1cccc(C(=O)OCC(=O)NC(C)CCc2ccccc2)c1 (configuration not stated)	8	0.8	-1	0	1	-3	3	1
Cn1c(=O)c2c(nc(SCC(=O)N3CCCCCC3)n2C)n(C)c1=O	14	-0.8	0	-7	0	-6	-28	1.1
COc1ccc(CCNC(=S)NC(=O)c2cc(OC)c(OC)c(OC)c2)cc1OC	14	4.8	0	3	-4	-5	-28	0.92
Cc1ccc(C(=O)c2c3ccc(C(F)(F)F)cc3nn2CCC(N)=O)cc1	8	1.3	1	25	4	-7	-1	0.95
Cn1cccc1-c1cc(C(=O)N2CCc3c([nH]c4ccccc34)C2c2ccccn2)[nH]n1 (configuration not stated)	0	-1.6	-10	9	-1	28	-18	1.2
CCC(C)NC(=O)Cc1c(OC)ccc2cc(Br)ccc12 (configuration not stated)	3	0.8	0	8	1	-6	3	0.94
Nc1ccc(C(=O)N/N=C/c2cccc(Oc3ccccc3)c2)cc1	-112	0.3	1	21	10*	-13	1	1
Cc1ccc(/C=N/NC(=O)c2cc3ccccc3cc2O)o1	-58	-1.6	27	-12	-4	3	74*	0.98
O=C(Cc1cccs1)Nc1ccc(NC(=O)c2ccco2)cc1	13	-0.3	2	-2	0	2	7	0.92
O=C(COC(=O)/C=C/c1cccs1)Nc1cccc(S(=O)(=O)N2CCCC2)c1	-5	-0.3	1	-14	-4	-3	-10	1
Cc1cc(C)cc(OCC(=O)NNC(=O)C2CCCO2)c1 (configuration not stated)	11	0.1	1	-2	1	0	-13	1.7
COc1ccc2cc([C@H](C)C(=O)N(C)Cc3ccccc3N3CCCC3)ccc2c1	-11	1.1	-2	13	1	2	-31	1.1
C[C@H](NC(=O)c1ccco1)C(=O)N1CCCC1	12	0.3	0	-8	-3	-4	0	1.1
COc1ccc(/C=N/NC(=S)Nc2cc(S(=O)(=O)N3CCOCC3)ccc2N2CCOCC2)cc1O	-51	0.6	2	19	-10	-12	-32	1
O=c1[nH]n(-c2ccccc2)c(=O)cc1Cl	11	-1.3	2	-5	1	-7	.	.
